Compound activity deposited in PubChem BioAssay by several laboratories.
MEX-5 binding – C. elegans MEX-5 TCR-2 RNA binding activity. Q9XUB2. MEX-5/FITC-TCR2 RNA binding, fluorescence polarization; active compounds read low. activity score (negative = inhibition of binding), % at 10 µM. actives 0.38% (n = 300,000). AID 1832;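 active means inhibition past about -25% in most replicates, and total fluorescence under double the plate's negative control median, limit read from the data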;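 further: 0% = DMSO and -100% = 5 µM competing unlabeled TCR2 RNA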
MCL1 BIM primary – MCL1-BIM-BH3 interaction inhibition (human) | AID 2057 | GST-MCL1 / FITC-Bim-BH3 fluorescence polarization | inhibition, % at 10.9 µM | actives 0.68% (n = 320,000);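 active means inhibition above the mean inhibition of all tested compounds plus 3 SD, set per campaign, cut at about 40% in these data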;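 further: 0% = DMSO wells and 100% = unlabeled Bim-BH3 peptide control; higher means more loss of mP so more displacement of Bim peptide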
PAFAH1B2 inh – inhibitors of human PAFAH1B2. AID 492953. recombinant PAFAH1B2, FP-rhodamine activity probe, fluorescence polarization. P68402. inhibition, % at 3.39 µM. actives 1.2% (n = 340,000);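 active means inhibition above the mean of all tested compounds plus 3 SD, cut at about 24% in these data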;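 further: 0% = enzyme with DMSO and 100% = wells lacking PAFAH1B2; many of its hits are not listed in these tables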
Target sequence (P68402 whole entry, looked up): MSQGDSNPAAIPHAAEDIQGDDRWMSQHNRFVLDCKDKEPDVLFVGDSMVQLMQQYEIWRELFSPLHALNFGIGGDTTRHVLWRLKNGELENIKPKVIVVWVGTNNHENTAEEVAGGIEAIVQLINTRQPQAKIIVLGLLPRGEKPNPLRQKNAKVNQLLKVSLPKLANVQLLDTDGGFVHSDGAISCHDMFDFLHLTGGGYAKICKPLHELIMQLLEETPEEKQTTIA
BCLXL inh – Bcl-xL (human) inhibition; Q07817; AID 2129; GST-Bcl-xL / FITC-Bim BH3 peptide fluorescence polarization; actives 0.7% (n = 320,000); inhibition, % at 10.9 µM;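 active means inhibition above the mean of all tested compounds plus 3 SD, cutoff set per campaign, cut at about 30% in these data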;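 further: 0% = DMSO wells and 100% = unlabeled Bim-BH3 peptide competitor; inhibitors lower millipolarization by displacing the labeled peptide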
Target sequence (Q07817 whole entry, looked up): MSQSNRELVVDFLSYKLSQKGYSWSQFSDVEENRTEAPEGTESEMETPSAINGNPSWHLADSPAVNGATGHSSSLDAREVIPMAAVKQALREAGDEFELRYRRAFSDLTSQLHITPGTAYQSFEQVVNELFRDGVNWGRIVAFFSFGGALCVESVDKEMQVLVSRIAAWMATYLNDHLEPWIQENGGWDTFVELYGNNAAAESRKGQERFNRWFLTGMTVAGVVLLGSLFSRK
PME-1 primary – PME-1 (human) inhibition. actives 0.53% (n = 320,000). Q9Y570. inhibition, % at 5.9 µM. recombinant PME-1, FP-Rh probe fluorescence polarization;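 active means inhibition above the campaign mean of all compounds plus 3 SD, cut at about 26% in these data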;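 further: competitive labeling of PME-1 active site by serine hydrolase directed probe; 0% = PME-1 with DMSO and 100% = wells lacking PME-1 enzyme; inhibitors block probe labeling so polarization falls and inhibition rises; many of its hits are not listed in these tables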
Fam108B counter – Fam108B inhibition, counter-screen for RBBP9 inhibitors; recombinant Fam108B, FP-Rh probe fluorescence polarization; AID 1947; actives 0.33% (n = 300,000); inhibition, % at 9.51 µM;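 active means inhibition above the screen mean inhibition plus 3 SD, computed separately per campaign, cut at about 18% in these data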;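 further: inhibitors lower polarization as less probe binds the enzyme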
GLD-1 TGE inh – GLD-1-TGE RNA interaction inhibition (C. elegans); Q17339; purified GLD-1 + fluorescein TGE RNA, fluorescence polarization; inhibition, % at 5.96 µM; actives 0.44% (n = 320,000);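 active means percent inhibition above a per-plate cutoff, the plate mean of test compounds plus 3 SD, cut at about 30% in these data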;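 further: 0% = DMSO wells with GLD-1 and probe and 100% = wells lacking GLD-1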
AHR act – human AHR activation; activation, % at 5 µM; AID 2796; actives 2.5% (n = 320,000); AHR-responsive luciferase reporter cells, luminescence; P35869; in the data active means activation above about 47%;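 further: 0% = vehicle wells and 100% = reference agonist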
pPAFAH inh – inhibitors of human plasma PAF acetylhydrolase (pPAFAH) | Q13093 | recombinant pPAFAH, FP-rhodamine probe fluorescence polarization | inhibition, % at 3.39 µM | actives 1.5% (n = 330,000) | AID 463082;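 active means inhibition above the mean inhibition across the screen plus 3 SD, cut at about 25% in these data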;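 further: inhibitors block binding of the rhodamine activity-based probe so polarization drops; 0% = enzyme with DMSO and 100% = wells lacking pPAFAH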
Target sequence (Q13093 whole entry, looked up): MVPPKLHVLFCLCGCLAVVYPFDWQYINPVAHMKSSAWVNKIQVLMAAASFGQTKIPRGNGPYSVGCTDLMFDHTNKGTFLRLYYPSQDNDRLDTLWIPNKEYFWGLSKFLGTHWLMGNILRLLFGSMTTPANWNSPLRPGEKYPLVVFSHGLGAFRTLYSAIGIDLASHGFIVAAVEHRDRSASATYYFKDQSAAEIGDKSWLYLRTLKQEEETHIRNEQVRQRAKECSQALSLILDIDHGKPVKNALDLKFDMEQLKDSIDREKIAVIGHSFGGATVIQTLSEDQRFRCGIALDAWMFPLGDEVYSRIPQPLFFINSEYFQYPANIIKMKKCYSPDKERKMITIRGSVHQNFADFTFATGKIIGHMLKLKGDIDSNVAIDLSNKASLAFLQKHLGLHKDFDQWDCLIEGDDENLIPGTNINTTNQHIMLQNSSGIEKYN
Numbers without * were called inactive; . = no result given. Not all compounds are listed; count on the stated rates, not on these rows.

#	canonical_smiles	PAFAH1B2 inh	MCL1 BIM primary	MEX-5 binding	pPAFAH inh	BCLXL inh	GLD-1 TGE inh	Fam108B counter	AHR act	PME-1 primary
1	COCCN1C(=O)C(=O)/C(=C(/O)c2ccc(OC(C)C)cc2)C1c1cccnc1 (stereo unspecified)	-3	-3	3.3	2	-1	6	2	0	-1
2	CCN(C[C@H]1N[C@@](Cc2ccccc2)(C(=O)OC)[C@H]2C(=O)N(Cc3ccccc3)C(=O)[C@@H]12)S(=O)(=O)c1ccccc1	4	.	.	1	.	4	.	-2	.
3	CCOc1ccc(/C(C)=N/NC(=O)c2nnn(-c3nonc3N)c2-c2cccs2)cc1	3	0	-1.3	-2	-2	2	0	4	6
4	CCOc1ccc(C2c3c(oc4ccccc4c3=O)C(=O)N2CCCN2CCOCC2)cc1 (stereo unspecified)	-1	6	0.6	4	6	8	1	-3	-4
5	COC(=O)c1sccc1N/N=C/c1cccc(Oc2ccccc2)c1	4	5	1.1	5	12	14	6	1	9
6	CCCN(CCC)c1nc(N)c(C#N)c(CC#N)c1C#N	16	-6	-2.2	5	2	-7	3	7	2
7	COc1ccc(Cl)cc1S(=O)(=O)N1CCN=C1c1ccccc1	-3	-5	-1.5	1	3	-4	2	5	3
8	N#CC1=C(N)NC(SCC(=O)c2ccc(Cl)cc2)=C(C#N)C12CCCC2	10	7	1.1	6	6	0	-3	9	7
9	C=C1CCN([C@@H](Cc2ccccc2)C(=O)NCc2ccc(Cl)c(Cl)c2)S(=O)(=O)c2ccccc21	-2	5	2.3	-9	6	0	-16	5	-23
10	CC1(C)Cc2cccc(OCC(=O)N3CCN(S(=O)(=O)c4ccccc4)CC3)c2O1	9	-2	-0.1	6	5	12	-6	3	2
11	CSc1nc2n(n1)C(c1cccc(F)c1)C(C(=O)Nc1ccc(C)cc1C)=C(C)N2 (stereo unspecified)	6	-2	0.2	-3	2	5	-4	0	-4
12	CCCNc1nc(C)cc(-c2cc(-c3ccc(Cl)cc3)on2)n1	-2	-3	0.0	4	2	7	1	4	-4
13	CCOc1cc2[nH]c(=S)n(Cc3ccc(C(=O)N4CCN(C)CC4)cc3)c(=O)c2cc1OCC	-2	-17	-0.3	-2	-14	-9	5	3	-1
14	CN(N)c1ccc2c(C(F)(F)F)cc(C(F)(F)F)nc2n1	5	4	-1.9	0	3	-8	-4	0	-2
15	COc1ccc(S(=O)(=O)Nc2ccc3c(c2)C(=O)N([C@@H](C)CO)C[C@H](C)[C@H](CN(C)S(=O)(=O)c2ccc(F)cc2)O3)cc1	39*	.	.	17	.	2	.	0	.
16	COc1cc2c(cc1OC)-c1nnnn1C(C)(C)C2	1	4	-0.8	5	1	3	0	-1	-2
17	COc1ccc(/C=N/NC(=O)c2ccoc2C)cc1CN1CCN(c2ccc(F)cc2)CC1	1	1	2.5	4	2	-5	-2	73*	-9
18	Cc1c(NC(=O)/C=C/C(=O)O)cccc1[N+](=O)[O-]	4	10	1.8	4	15	4	-1	5	0
19	O=C(O)Cc1ccc(NC(=S)Nc2cccc(Cl)c2Cl)cc1	0	8	0.9	0	4	-3	-4	4	-2
20	Cc1ccc(S(=O)(=O)CCSc2n[nH]c(=O)n2-c2ccccc2)cc1	.	7	0.8	-8	2	-1	0	-1	0
21	COC(=O)COc1cccc2c(=O)n(CC(=O)N3CCCCC3)ccc12	7	8	3.7	0	4	3	0	1	1
22	COc1ccc(NC(=O)Nc2ccc(C(=O)N3CCOCC3)cc2)cc1OC	-2	-1	1.1	3	-2	5	4	3	-2
23	CCN(CC)CCC(c1cc(OC)c(OC)c(OC)c1)c1c(OC)cc(OC)c2c(-c3ccccc3)cc(=O)oc12 (stereo unspecified)	-2	3	2.9	0	-2	1	-4	-2	-1
24	Cc1cc2cc(CN(Cc3ccc4c(c3)OCO4)C(=O)c3ccco3)c(=O)[nH]c2cc1C	3	1	-3.7	-3	0	2	-2	24	-6
25	CCOC(=O)COc1nc(C)c(Br)c(OC)n1	3	2	-1.7	-2	7	2	1	-3	-1
26	COc1nc(-c2ccccc2Cl)ccc1C#N	1	6	0.7	1	7	-2	0	-4	-2
27	CS(=O)(=O)N(CC(=O)N1CCCCC1)Cc1ccccc1	0	-1	-0.4	4	1	3	-1	0	-2
28	COc1cccc(NC(=O)c2sc3nc4n(c(=O)c3c2C)CCC4)c1	1	-5	-2.3	-9	1	5	0	0	0
29	Cc1cc(Cl)ccc1OCC(=O)OC(C)C(=O)N(C)C (stereo unspecified)	0	5	-0.2	6	3	5	0	-2	1
30	COC(=O)c1[nH]c2cc(OC)c(OC)cc2c1NC(=O)Oc1ccccc1	3	7	-3.4	1	16	15	2	0	-2
31	CC1(c2nnc(Cc3ccccc3)o2)CC(c2ccc([N+](=O)[O-])cc2)=NO1 (stereo unspecified)	-3	7	1.1	-5	1	3	-5	3	-1
32	Cc1cc([N+](=O)[O-])cnc1NC(C)c1ccccc1 (stereo unspecified)	1	7	-1.1	0	7	1	-4	1	6
33	Cc1c(Cl)cccc1NC(=O)C(=O)NNS(=O)(=O)c1ccc(F)cc1	9	3	0.5	1	-2	-3	-4	-5	5
34	CC1=CC(C)(C)N(C)C(=O)N1c1ccc(Cl)cc1	-1	3	-0.9	1	10	7	-5	4	-6
35	CCc1ccccc1C1=CC(=O)C[C@H](c2ccc(OC)cc2)C1	2	.	.	6	.	-1	.	0	.
36	CC(C)NS(=O)(=O)c1ccc(OCC(=O)Nc2ccc(F)cc2)cc1	2	4	1.3	2	4	1	-3	0	0
37	CC(C)(C)C1CCC(OC(=O)CN2CCCCC2)CC1 (stereo unspecified)	1	-2	2.2	7	2	-5	5	-5	-1
38	CCN(Cc1ccccc1)C(c1cccs1)c1nnnn1C1CCCCC1 (stereo unspecified)	3	5	-2.4	6	3	7	-4	-1	3
39	COC(=O)c1c(NC(=O)CN2CCCC(C)C2)c2c(C)cccc2n1C (stereo unspecified)	5	2	1.0	3	1	2	-4	21	-1
40	CC(OC(=O)CN1C(=O)c2ccccc2C1=O)C(=O)NCc1ccccc1 (stereo unspecified)	3	2	-1.0	1	2	-2	-6	9	1
41	CC(=O)C1=C(C)N(Cc2ccco2)C(=O)C1(NC(=O)C1CCCCC1)C(F)(F)F (stereo unspecified)	3	6	3.2	1	-2	4	-4	-3	-1
42	CCN(CC)CCCNC(=O)C(C)Sc1nc(-c2ccccc2)cc(C(F)(F)F)n1 (stereo unspecified)	6	2	1.0	5	2	-5	-1	2	-1
43	Cc1cnc(C(=O)OCC(=O)NC(C)CCc2ccccc2)cn1 (stereo unspecified)	1	6	1.2	0	4	-2	0	2	1
44	CCOc1ncccc1C(=O)NCCc1ccc(S(N)(=O)=O)cc1	4	-21	-3.7	3	-7	9	-6	-2	-1
45	COc1ccc(S(=O)(=O)N2CCCC(C(=O)NCc3ccccn3)C2)cc1 (stereo unspecified)	1	15	-1.3	-3	7	5	0	0	-3
46	CC(C)CCC(=O)N1CCOC1=O	4	-4	-0.9	-2	2	9	3	-2	1
47	CC1CN(C(NC(=O)C(C)(C)C)C(Cl)(Cl)Cl)CC(C)O1 (stereo unspecified)	0	6	3.3	2	8	1	-1	0	-4
48	Cc1ccc(N2C(=O)c3ccc(C(=O)N4CCOCC4)cc3C2=O)cc1C	1	1	0.2	2	-2	0	4	1	2
49	O=C(Nc1cc(S(=O)(=O)N2CCOCC2)ccc1O)c1ccc(NS(=O)(=O)c2ccc(Cl)s2)cc1	7	7	-0.7	45*	2	-7	-3	-2	-3
50	c1ccc(-c2noc(-c3cccs3)n2)nc1	1	1	-1.0	-1	3	6	-2	36	-5

(listing goes on)
#	canonical_smiles	PAFAH1B2 inh	MCL1 BIM primary	MEX-5 binding	pPAFAH inh	BCLXL inh	GLD-1 TGE inh	Fam108B counter	AHR act	PME-1 primary
51	O=C1OC(CCl)CN1Cc1c(Cl)cccc1Cl (stereo unspecified)	2	2	-1.6	2	-1	6	1	4	0
52	O=C(Nc1cccc(C(F)(F)F)c1)c1cc(-c2ccc(F)cc2)on1	4	6	1.0	-1	10	2	-5	-11	-1
53	COc1ccc(OCC(O)Cn2c(=N)n(Cc3ccccc3)c3ccccc32)cc1 (stereo unspecified)	4	3	2.9	-2	3	5	1	-3	-5
54	Cc1ccc(NC(=O)c2ccc(S(=O)(=O)N3CCOCC3)cc2)c(C)c1	1	5	-1.1	3	1	-2	-1	-1	-2
55	Cc1nn(Cc2ccccc2)c2c1C(c1cccc(Cl)c1)C(C#N)=C(N)O2 (stereo unspecified)	1	-3	-3.1	6	5	1	7	-2	4
56	NS(=O)(=O)c1ccc(NC(=O)COC(=O)c2cnc(Cl)c(Cl)c2)cc1	3	-7	.	-4	-2	4	-1	2	0
57	CC(=O)c1cc2c(cc1NC(=O)c1ccc(Cl)cc1)OCCO2	-6	-4	2.1	8	-3	-1	-7	17	-3
58	Cn1nc(C(F)(F)F)cc1C(=O)NC1CCCCCC1	0	-7	0.2	4	2	3	-1	-1	4
59	O=C(COC(=O)c1ccc(O)cc1)Nc1ccc(Cl)cc1	.	2	-0.3	27*	3	0	5	28	-17
60	CCOc1ccc(-c2c(C(=O)N/N=C/c3ccc(C)s3)nnn2-c2nonc2N)cc1	-2	-10	1.4	2	-1	-4	-9	22	-8
61	O=C(Nc1ccc2c(c1)OCCO2)c1ccc(Cl)cc1Cl	2	-2	1.4	-4	-3	3	-2	-8	-6
62	CS(=O)(=O)N(CC(=O)NCc1ccccn1)Cc1ccc(Cl)cc1	3	-11	-2.1	-1	-10	7	1	-1	-5
